# Source: PubChem BioAssay (several laboratories)
# Measles CPE = protection of cells from measles virus | Measles virus-infected cells, CPE protection, absorbance | protection (pct of control), % at 4 µM | 1.5% of 140,000 active; in the data active means protection mostly above about 24%, no sharp cut-off; inactive means mostly below about 26%; further: some compounds called inactive have numbers as strong as hits
# MRP-1 activ = activates MRP-1; H69AR cells + doxorubicin, viability rescue, CellTiter-Glo; viability increase, % at 10 µM; 0.61% of 140,000 active; AID 799;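 active means viability gain under doxorubicin at or above a set limit, the compound median plus 3 SD, cut at about 4.7% in these data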;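 further: MRP-1 overexpressing cells given doxorubicin 25 µM after compound pretreatment; 18-22 h compound pretreatment then 72 h with doxorubicin before readout; 0% = doxorubicin-only wells and 100% = vehicle-treated cells without doxorubicin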
# E-sel TNF inh = TNF alpha driven E-selectin expression inhibition. 0.71% of 120,000 active. HUVEC TNFa-induced E-selectin immunofluorescence, high content. inhibition, % at 2 µM;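 active means inhibition above the batch mean plus 3 SD, and confirmed as a hit on visual image review, cut at about 43% in these data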;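 further: 0% = TNF-stimulated DMSO wells and 100% = unstimulated control wells; not every result past the cut was called active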
# Yeast lifespan up = extends the lifespan of yeast; S. cerevisiae growth with nicotinamide, OD615; deaD strain in restrictive glucose medium; inhibition of the nicotinamide effect, % at 10 µM; 0.68% of 130,000 active; AID 775;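 active means inhibition above a set limit, placed 3 SD over the median of all compounds, cut at about 26% in these data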;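 further: 0% = nicotinamide-treated wells and 100% = cells grown without nicotinamide; some compounds called inactive have numbers as strong as hits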
#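 assay system = DeaD-strain S. cerevisiae | buffer or medium = restrictive glucose medium | reagent = 1.5 mM nicotinamide | compound = 10 µM single point, 0.25% DMSO | incubation = 48 h compound exposure at 30 °C, humidified | signal = OD615 measurement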
# GALR2 blocker = GALR2 (human) receptor antagonism | inhibition, % at 4 µM | 0.39% of 140,000 active | GALR2-expressing cells, antagonist mode | O43603; in the data active means inhibition above about 27%;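 further: cells stimulated with galanin 1-16 at roughly its EC80; 0% = agonist challenge control and 100% = basal control without agonist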
# Target sequence (O43603 whole entry, looked up): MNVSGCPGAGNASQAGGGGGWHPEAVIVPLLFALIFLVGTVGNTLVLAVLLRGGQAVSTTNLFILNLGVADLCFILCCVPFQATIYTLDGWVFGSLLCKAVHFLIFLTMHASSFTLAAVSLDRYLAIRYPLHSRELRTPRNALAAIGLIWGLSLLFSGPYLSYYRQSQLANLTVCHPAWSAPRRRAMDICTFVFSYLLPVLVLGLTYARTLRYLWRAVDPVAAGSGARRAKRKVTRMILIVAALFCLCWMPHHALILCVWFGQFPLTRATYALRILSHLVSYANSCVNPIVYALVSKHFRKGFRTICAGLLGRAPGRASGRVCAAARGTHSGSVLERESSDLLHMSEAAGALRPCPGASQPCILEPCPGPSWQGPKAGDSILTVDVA
# BB579 growth dn = yeast BB579 growth reduction in restrictive medium | S. cerevisiae BB579 growth, OD615, 48 h | inhibition, % at 10 µM | 0.51% of 140,000 active;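 active means inhibition above a set limit, 3 SD over the mean compound inhibition, cut at about 44% in these data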; further: inactives centre near -24
#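 System: Saccharomyces cerevisiae DeaD strain BB579, replicative lifespan model yeast. Buffer or medium: restrictive glucose-based CSMM-D medium. Doses: one dose, 10 µM compound with 0.25% DMSO. Timing: 4 h preincubation and 48 h exposure at 30 °C. Detection: turbidity as optical density at 615 nm. Benchmarks: amphotericin B 10 µg/mL, positive.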
# NPY Y2 blocker = NPY-Y2 (human) receptor antagonism. inhibition, % at 2.7 µM. NPY-Y2 expressing cells, antagonist mode. 0.99% of 140,000 active. P49146. AID 793; in the data active means inhibition above about 17%;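 further: 0% = vehicle with agonist challenge and 100% = reference antagonist with challenge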
# Target sequence (P49146 whole entry, looked up): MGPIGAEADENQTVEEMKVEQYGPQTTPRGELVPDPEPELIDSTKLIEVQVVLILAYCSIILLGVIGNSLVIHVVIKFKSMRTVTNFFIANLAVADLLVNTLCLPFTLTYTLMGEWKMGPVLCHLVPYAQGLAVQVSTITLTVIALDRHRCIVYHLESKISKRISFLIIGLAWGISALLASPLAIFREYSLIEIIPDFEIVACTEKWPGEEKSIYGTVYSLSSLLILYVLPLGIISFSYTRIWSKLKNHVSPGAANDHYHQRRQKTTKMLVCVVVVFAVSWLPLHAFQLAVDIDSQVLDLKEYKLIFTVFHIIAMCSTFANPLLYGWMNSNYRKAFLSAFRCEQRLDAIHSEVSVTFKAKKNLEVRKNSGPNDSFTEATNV
# Phagocyt inh = macrophage phagocytosis inhibition. J774A.1 macrophage IgG-bead phagocytosis, imaging. inhibition, % at 5 µM. 0.07% of 110,000 active. AID 1029;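 active means inhibition above the mean of the plate negative controls plus 5 SD, cut at about 13% in these data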;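 further: phagocytic index as fraction of beads internalized from green versus red external bead signal; plate controls were DMSO negative control for no effect and cytochalasin-D positive control for full effect; some results beyond the cut were filed as inactive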
# HCT116 bCat-KO = beta-catenin-lacking colon tumor cell growth suppression; HCT116 beta-catenin knockout viability, CellTiter-Glo, 60 h; stronger effect = lower value; viability, % at 10 µM; 1.5% of 140,000 active; AID 818;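 active means viability at or under a set limit, the compound median less 4 SD, cut at about 6% in these data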;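 further: 0% = Hyamine 1622 control at 20 µM and 100% = untreated cell control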
# HCT116 PTEN-null = growth suppressors of cells with PTEN tumor suppressor deletion | HCT116 PTEN-null viability, CellTiter-Glo, 60 h; stronger effect = lower value | 1.2% of 140,000 active | viability, % at 10 µM | AID 827;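 active means viability at or below a set limit, 4 SD under the median of all tested compounds, cut at about 3.7% in these data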;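 further: PTEN knockout HCT116 line with beta catenin targeted HCT116 as companion control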
# * = called active by the depositor; nt = not tested or not shown.
no.	smiles	Measles CPE	MRP-1 activ	E-sel TNF inh	Yeast lifespan up	GALR2 blocker	BB579 growth dn	NPY Y2 blocker	Phagocyt inh	HCT116 bCat-KO	HCT116 PTEN-null
1	Cc1cc(C)c(S(=O)(=O)N2CCN(CCN3C(=O)c4cccc5cccc(c45)C3=O)CC2)cc1[N+](=O)[O-]	7	-0.7	4	1	2	-14	-1	nt	94	87
2	CCOC(=O)CSc1nc2ccccc2c(=O)n1CC1CCCC1	6	-1.7	6	nt	3	-8	12	nt	75	76
3	CC(C)NS(=O)(=O)c1ccc(OCC(=O)NCc2ccc3c(c2)OCO3)c(Cl)c1	4	0.4	-19	-2	2	-33	3	3	84	86
4	O=C(O)CSc1nc2ccccc2[nH]1	12	-1.2	-7	1	-9	-26	-1	nt	99	98
5	O=C(N=NC(=O)c1ccc2c(O)n(C3CCCCC3)c(O)c2c1)c1cccnc1	10	-1.5	5	-7	-7	-41	2	1	77	66
6	Cc1ccccc1Oc1nc2c(C)cccn2c(=O)c1/C=C(\C#N)C(=O)Nc1c(C)n(C)n(-c2ccccc2)c1=O	23	-4.7	nt	0	14	-14	2	nt	81	86
7	CCCC(=O)Nc1ccc(Oc2ccc(NC(=O)CCC)cc2)cc1	10	-3.2	-21	nt	3	-15	0	nt	87	95
8	CC(NC(=O)C1CCC1)c1ccc(Br)cc1 (stereo not given)	7	2.3	nt	1	-1	-20	0	-7	88	103
9	C=CCNc1nc(NCCN2CCOCC2)nc(N2CCOCC2)n1	1	-0.9	-9	-10	1	-57	4	-3	109	106
10	Cc1nn(CC(=O)Nc2ccncc2)c(C)c1[N+](=O)[O-]	20	1.0	nt	-3	-10	-6	1	-1	99	102
11	CCc1ccc2[nH]c(=O)c(CN(Cc3ccc4c(c3)OCO4)Cc3nnnn3C3CCCC3)cc2c1	2	-2.3	-43	-6	1	-36	2	5	40	27
12	O=C(O)CCN1/C(=C/C=Nc2ccccc2)Oc2ccccc21	10	-2.3	nt	-1	3	-47	3	0	88	99
13	O=C(Nc1ccc(F)cc1)c1nsc(Cl)c1Cl	6	-5.1	-1	nt	11	-11	-1	nt	84	81
14	COc1ccc(C2COC(=O)C2=N)c(NC(=O)c2ccc(Cl)cc2)c1 (stereo not given)	0	-3.1	nt	2	-5	-28	1	-14	82	81
15	COC(=O)c1ccc(NC(=O)CSc2nnnn2C2CCCCC2)cc1	5	-1.7	-3	nt	2	-14	6	nt	92	105
16	CCSc1nc2ccccc2n1C(=O)c1ccc(S(=O)(=O)N2CCCCCC2)cc1	4	-1.8	nt	-6	-2	-23	1	-1	98	96
17	CCOC(=O)N=S(N)(=O)c1ccccc1 (stereo not given)	15	0.2	nt	-11	11	8	1	-2	101	108
18	Cn1c(NN)nc2sc3c(c2c1=O)CC(C)(C)OC3	9	-7.3	-6	nt	2	-3	-2	nt	63	76
19	COc1ccc(-n2c(=S)[nH]c3cc(C(=O)Nc4cccc(C)c4)ccc3c2=O)cc1	31	-1.8	nt	-5	-3	-34	4	-4	93	92
20	c1csc(-c2nn3c(C4COc5ccccc5O4)nnc3s2)c1 (stereo not given)	10	-0.5	-37	-15	7	-60	2	0	87	88
21	Cc1ccccc1OCC(=O)NCC(=O)N/N=C/c1ccc(Br)o1	3	2.3	17	2	-11	-47	4	-3	99	103
22	CCCC(=O)Nc1ccc2c(c1)nc(CN1CCCCC1)n2C	3	-1.8	-9	-9	-1	-27	-1	-1	97	105
23	CCSc1nnc(NC(=O)C2CCCCC2C(=O)OCC(F)(F)C(F)F)s1 (stereo not given)	10	0.7	nt	7	3	-52	-2	-1	106	104
24	O=C(CN(Cc1ccccc1)S(=O)(=O)c1ccc2c(c1)OCCO2)Nc1ccc2c(c1)OCCO2	15	-1.1	nt	-6	14	-31	4	-1	93	101
25	Cc1c(C(=O)Nc2ccc(F)cc2)oc2ccc(S(=O)(=O)N3CC(C)CC(C)C3)cc12 (stereo not given)	12	-2.1	7	-5	4	-81	2	nt	2.1*	9
26	COc1cccc(-c2cc(C(=O)NCCN3CCOCC3)no2)c1	15	-0.4	nt	10	2	-25	2	0	100	115
27	CCc1c(C)[nH]c2nc3ccccc3n2c1=O	13	-3.2	11	-6	-5	-13	2	-1	94	90
28	COc1ccc(Br)cc1C(=O)Nc1nnn(C)n1	2	0.3	7	-6	-8	-11	-2	nt	90	100
29	CC1Cc2ccccc2N1C(=O)C1CCN(S(=O)(=O)Cc2ccccc2)CC1 (stereo not given)	2	-2.7	3	-8	2	18	4	-1	90	107
30	CCc1nc(SCC(=O)NCCc2ccccc2)n[nH]1	19	-0.2	-2	-14	-10	-53	2	-1	90	92

# Next section, starting with the last 7 of the part before.
no.	smiles	Measles CPE	MRP-1 activ	E-sel TNF inh	Yeast lifespan up	GALR2 blocker	BB579 growth dn	NPY Y2 blocker	Phagocyt inh	HCT116 bCat-KO	HCT116 PTEN-null
24	O=C(CN(Cc1ccccc1)S(=O)(=O)c1ccc2c(c1)OCCO2)Nc1ccc2c(c1)OCCO2	15	-1.1	nt	-6	14	-31	4	-1	93	101
25	Cc1c(C(=O)Nc2ccc(F)cc2)oc2ccc(S(=O)(=O)N3CC(C)CC(C)C3)cc12 (stereo not given)	12	-2.1	7	-5	4	-81	2	nt	2.1*	9
26	COc1cccc(-c2cc(C(=O)NCCN3CCOCC3)no2)c1	15	-0.4	nt	10	2	-25	2	0	100	115
27	CCc1c(C)[nH]c2nc3ccccc3n2c1=O	13	-3.2	11	-6	-5	-13	2	-1	94	90
28	COc1ccc(Br)cc1C(=O)Nc1nnn(C)n1	2	0.3	7	-6	-8	-11	-2	nt	90	100
29	CC1Cc2ccccc2N1C(=O)C1CCN(S(=O)(=O)Cc2ccccc2)CC1 (stereo not given)	2	-2.7	3	-8	2	18	4	-1	90	107
30	CCc1nc(SCC(=O)NCCc2ccccc2)n[nH]1	19	-0.2	-2	-14	-10	-53	2	-1	90	92
31	CCOC(=O)CSc1nc2sc(C(=O)O)c(C)c2c(=O)[nH]1	6	-0.8	-9	-9	14	40	1	3	89	100
32	CCCC(=O)NC(Nc1ccc(S(=O)(=O)Nc2ncccn2)cc1)(C(=O)OCC)C(F)(F)F (stereo not given)	14	-2.7	6	-6	7	-23	2	-2	82	84
33	CCc1nc(N2CCCCC2C)c2oc3ccccc3c2n1 (stereo not given)	6	-4.7	22	-31	-12	-18	9	-2	26	34
34	COc1ccc(C(=O)c2sc3nc(C)cc(-c4cccs4)c3c2N)cc1	12	-1.4	nt	-5	26	-23	2	5	86	74
35	CC1CCN(S(=O)(=O)c2ccc(NC(=O)CN3CCN(c4ccccc4)CC3)cc2)CC1	15	-1.2	-12	-10	-9	-31	-2	0	65	73
36	O=C(NC(c1ccc(Cl)cc1)c1c(O)ccc2ccccc12)c1ccccc1 (stereo not given)	42*	-5.0	11	-1	13	-20	-6	-8	1.1*	0.6*
37	CCOCCOCCC(C(=O)OCC)P(=O)(c1ccccc1)c1ccccc1 (stereo not given)	6	0.1	-3	-3	-5	-57	2	0	98	98
38	Cc1ccc(C)c(NC(=O)c2cc(-c3ccccc3)nn2-c2ccccc2)c1	4	3.2	nt	-2	-4	-30	2	3	87	76
39	O=C(CSc1nnc(NC2CCCCC2)s1)NN1C(=O)NC2(CCCCC2)C1=O	9	-1.1	nt	12	-2	7	2	-8	93	96
40	c1ccc(Cn2nnc3c(NCC4CCCO4)ncnc32)cc1 (stereo not given)	6	-0.9	nt	-13	5	-36	0	1	104	101
41	CCc1ccccc1N(CC(=O)N1CCN(c2ccccc2)CC1)S(C)(=O)=O	5	-0.7	1	-13	7	10	0	0	90	88
42	O=CNCC(=O)NCCc1ccc(Cl)cc1	4	-0.8	nt	-4	-5	-20	-1	-2	95	97
43	Cc1c(NC(=O)c2cc(=O)[nH]c3ccccc23)c(=O)n(-c2ccccc2)n1C	7	-2.4	-23	-21	6	-41	0	1	95	87
44	O=C(O)CC(CP(=O)(c1ccccc1)c1ccccc1)C(=O)O (stereo not given)	4	1.1	nt	-2	4	-8	0	-1	100	102
45	O=C(CCC(=O)Nc1ccccc1Cl)N/N=C/c1c[nH]c2ccccc12	7	-2.1	nt	5	4	-33	7	-1	96	102
46	CCn1ncc2c1C(=O)NC1c3ccccc3C(=O)N21 (stereo not given)	0	-0.1	nt	-7	-14	-59	4	0	99	110
47	CC(C)(C)SCCNC(=O)c1cccc([N+](=O)[O-])c1	10	-0.8	nt	-6	7	-30	-1	10	98	100
48	COc1ccc(N)c2c1C(=O)c1ccccc1C2=O	7	-2.5	nt	-9	-4	71*	-3	-7	80	83
49	O=C(c1ccc(Cl)c(S(=O)(=O)N2CCCCCC2)c1)N1CCN(c2ccccn2)CC1	19	-0.8	0	9	-4	-65	8	0	65	73
50	COc1ccc(C(=O)Nc2ccc(Cl)cc2C(=O)N2CCCC(C)C2)cc1OC (stereo not given)	7	-4.3	nt	0	5	-24	11	-4	68	61
51	Cc1ccc(OCC(=O)n2nc(C)cc2C)c(C)c1	2	0.0	15	-9	2	-38	3	2	82	99
52	Cc1cc(Cl)ccc1NC(=S)NCCCO	21	-2.5	nt	0	5	0	0	-7	98	102
53	Cc1cccc(C(=O)NC(=S)N2CCN(C)CC2)c1	23	-4.5	-14	-4	1	-16	1	nt	97	103
54	Cc1nn(CC(=O)O)c2ccccc12	2	-1.5	nt	-4	-5	-24	0	0	95	87
55	CCOCC(=O)Nc1nc(C)cc(C)n1	7	-1.1	17	-8	9	-4	2	-2	96	96
56	COCCCNC(=O)CN1CCN(Cc2ccccc2Cl)C1=O	31	0.3	nt	-11	19	22	3	2	99	86

# Whole records, quoted from the list. Screens in order: Measles CPE | MRP-1 activ | E-sel TNF inh | Yeast lifespan up | GALR2 blocker | BB579 growth dn | NPY Y2 blocker | Phagocyt inh | HCT116 bCat-KO | HCT116 PTEN-null
# Record of Cc1ccc(C)c(NC(=O)c2cc(-c3ccccc3)nn2-c2ccccc2)c1 : 4 | 3.2 | nt | -2 | -4 | -30 | 2 | 3 | 87 | 76
# Record of COc1ccc(C(=O)c2sc3nc(C)cc(-c4cccs4)c3c2N)cc1 : 12 | -1.4 | nt | -5 | 26 | -23 | 2 | 5 | 86 | 74
# Record of Cc1cc(Cl)ccc1NC(=S)NCCCO : 21 | -2.5 | nt | 0 | 5 | 0 | 0 | -7 | 98 | 102
# Record of CCc1nc(N2CCCCC2C)c2oc3ccccc3c2n1 (stereo not given) : 6 | -4.7 | 22 | -31 | -12 | -18 | 9 | -2 | 26 | 34
